CCR6 antag = antagonists of human CCR6 receptor. P51684. CHO-K1 CCR6 PathHunter beta-arrestin, luminescence, CCL20-stimulated. inhibition, % at 20 µM. 0.49% of 340,000 active;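 active = compounds whose inhibition of the agonist-driven luminescence signal at 20 µM reaches about 50%, limit read from the data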;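 note: cells stimulated with CCL20 at 14 nM final; plate controls were DMSO with CCL20 for no effect and DMSO without agonist for full effect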
Target sequence (P51684 whole entry, looked up): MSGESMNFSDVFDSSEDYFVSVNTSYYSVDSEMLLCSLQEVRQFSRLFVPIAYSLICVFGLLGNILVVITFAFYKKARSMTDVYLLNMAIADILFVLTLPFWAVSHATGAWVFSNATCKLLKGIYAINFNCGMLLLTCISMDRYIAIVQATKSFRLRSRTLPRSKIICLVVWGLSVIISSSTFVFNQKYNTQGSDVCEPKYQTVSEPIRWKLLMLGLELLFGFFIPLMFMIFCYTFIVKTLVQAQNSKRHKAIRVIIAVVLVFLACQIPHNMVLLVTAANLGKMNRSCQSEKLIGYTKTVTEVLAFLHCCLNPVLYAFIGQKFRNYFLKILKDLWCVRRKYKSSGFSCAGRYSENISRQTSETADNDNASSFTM
Gli-Sufu antag = antagonists of Gli-Sufu signaling | Sufu-KO-LIGHT fibroblasts, Gli luciferase reporter luminescence | inhibition, % at 5 µM | 0.74% of 340,000 active | AID 588413;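 active = inhibition above about 55%, limit read from the data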;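 note: 0% = DMSO-treated cells and 100% = wells with medium but no cells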
EBI2 block = blocks human EBI2 receptor beta-arrestin signaling; P32249; EBI2 beta-arrestin recruitment, luminescence, 7a,25-OHC stimulated; inhibition, % at 5 µM; 0.81% of 360,000 active; in the data active = inhibition above about 38%;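 note: enzyme fragment complementation signal reports receptor beta-arrestin coupling in cells; 0% = agonist plus DMSO wells and 100% = wells without agonist; some results beyond the cut were filed as inactive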
Target sequence (P32249 whole entry, looked up, the tested form may be a part): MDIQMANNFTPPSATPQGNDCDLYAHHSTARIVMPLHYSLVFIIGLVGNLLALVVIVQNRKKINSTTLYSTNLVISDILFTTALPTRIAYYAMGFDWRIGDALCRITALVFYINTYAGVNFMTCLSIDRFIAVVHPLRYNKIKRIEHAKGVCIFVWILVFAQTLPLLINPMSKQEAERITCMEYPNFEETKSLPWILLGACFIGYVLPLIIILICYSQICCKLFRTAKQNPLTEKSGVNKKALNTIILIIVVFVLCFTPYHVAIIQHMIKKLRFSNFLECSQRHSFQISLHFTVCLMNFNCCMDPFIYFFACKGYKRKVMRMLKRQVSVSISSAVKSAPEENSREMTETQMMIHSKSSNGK
UBC13 polyUb = inhibitors of human UBC13 polyubiquitin chain formation. P61088. TR-FRET. inhibition, % at 20 µM. 0.47% of 330,000 active. AID 485273; in the data active = inhibition above about 45%, passing the limit was not always enough; inconclusive = no clear call, values can overlap the other calls
Target sequence (P61088 whole entry, looked up): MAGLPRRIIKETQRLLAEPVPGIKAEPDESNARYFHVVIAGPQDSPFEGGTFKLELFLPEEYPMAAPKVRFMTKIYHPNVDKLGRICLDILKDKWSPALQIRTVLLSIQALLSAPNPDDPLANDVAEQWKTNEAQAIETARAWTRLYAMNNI
SENP8 inh = blocks the human protease SENP8. inhibition, % at 10 µM. AID 2540. Q96LD8. purified SENP8, Z-RLRGG-aminoluciferin cleavage, luminescence. 1.2% of 330,000 active
697 NFkB inh = inhibitors of the PMA/ionomycin-induced NF-kB reporter in 697 B cells. inhibition, % at 4 µM. 0.33% of 330,000 active. 697 B-cell NF-kB luciferase reporter, 16 h. AID 435022; in the data active = inhibition above about 35%
Apaf1 inhib = blocks human Apaf-1 apoptosome activity; 0.71% of 330,000 active; inhibition, % at 20 µM; reconstituted apoptosome caspase-3 activity, DEVD-Rh110 fluorescence; AID 489030; O14727; active = inhibition of at least 40% at 20 µM;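 note: plate controls were DMSO wells for no effect and DEVD-CHO caspase inhibitor wells for full effect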
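Assay system: Apoptosome proteins | Medium: pH 7.5 Hepes buffer with CHAPS, BSA, DTT | Also added: Cytochrome c and DEVD-Rh110 substrate | Times: 30 min plus 50 min, RT | Detection: Rhodamine 110 fluorescence at Ex 480/Em 540 nm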
Jurkat NFkB inh = lowers PMA/ionomycin-induced NF-kB signal in Jurkat cells; PMA/ionomycin-induced NF-kB luciferase reporter, luminescence; inhibition, % at 4 µM; 0.53% of 330,000 active; AID 435003
* marks the source's active call; other numbers are inactive results; ? = inconclusive; . = not tested or not shown. Cut-off read from the data, not from the text of the source, unless noted: active = inhibition above about 50%; inactive = the rest. An excerpt; rates above refer to the full screens.

SMILES	CCR6 antag	Gli-Sufu antag	EBI2 block	UBC13 polyUb	SENP8 inh	697 NFkB inh	Apaf1 inhib	Jurkat NFkB inh
C=C(C)c1ccc(C(C)(C)NC(=O)NCc2ccco2)cc1	2	0	0	1	-12	10	-6	-4
O=C(N/N=C/c1ccccc1F)NC1CCCCC1	17	-26	0	9	5	-91	9	-31
COc1ccc(C(=O)C2CCCN(C(=O)c3cc(C)on3)C2)cc1F (stereo not given)	0	-8	-7	-6	1	-2	9	7
O=C(CNC(=O)c1ccncc1)N/N=C/c1cc(Br)ccc1OCc1ccccc1	5	-9	6	20	-3	-9	27	-14
CCn1c(SCC(=O)Nc2cc(OC)ccc2OC)nnc1C1CCCCC1	1	.	6	22	1	9	-3	7
Cn1c(N)c(C(=O)COC(=O)Cc2ccc(Br)cc2)c(=O)n(C)c1=O	5	-1	-3	2	9	-2	-8	-1
O=C(O)CC1NC(=O)N(c2ccc(Cl)cc2)C1=O (stereo not given)	16	-2	6	-5	-8	12	4	-2
CCCCN(C)C(=O)C(Cc1ccccc1)NS(=O)(=O)c1ccc2c(c1)CCC(=O)N2 (stereo not given)	3	4	3	7	-4	-5	-7	1
CN(C)S(=O)(=O)c1ccc(/C(O)=C2/C(=O)C(=O)N(Cc3cccnc3)C2c2ccncc2)cc1 (stereo not given)	5	5	-8	2	-2	-16	-2	2
CCOC(=O)C1=CN(Cc2cccc(F)c2)S(=O)(=O)N(C)C1c1ccc(F)c(Cl)c1 (stereo not given)	26	6	6	.	.	5	21	.
Cc1cc(C)nc(Nc2ncc(O)n2-c2ccc(Br)cc2)n1	-4	9	-21	1	-15	16	3	13
COc1cc2cnc(-c3ccccc3)c(-c3cc(OC)c(OC)c(OC)c3)c2cc1OC	17	5	12	5	5	-28	15	14
CC(=O)CNc1ccc(S(=O)(=O)N/N=C/c2ccccc2)cc1	12	0	5	1	3	12	-11	1
NCCCC[C@@H]1NC(=O)[C@H](CCC(=O)O)NC(=O)c2cc([N+](=O)[O-])cc(I)c2SC[C@@H](C(=O)NCC(N)=O)NC1=O	3	1	4	-16	-5	6	12	-8
CCOc1ccc(OC(=O)C(CCS(C)(=O)=O)N2C(=O)c3ccccc3C2=O)cc1 (stereo not given)	9	28	-8	-4	-1	0	15	-12
CCN(CC)S(=O)(=O)c1ccc(CNC(=O)CN2C(=O)NC3(CCc4ccccc43)C2=O)cc1 (stereo not given)	11	0	-9	2	1	9	-13	5
Cc1ccccc1OCCC(=O)OCC(=O)NC1CCCCC1	-8	-3	-10	-1	-2	-9	13	0
CCOc1ccc(S(=O)(=O)N(CC)CC)cc1NC(=O)c1ccc(N2CCCC2=O)cc1	-8	8	0	0	-1	6	24	-15
O=C(c1cccc(COc2cccc3ccccc23)c1)N1CCCC1	13	-42	5	9	17	-115	30	-17
CC1(C)CC(=O)C2=C(C1)N=C1c3ccccc3C(=O)C1C2c1ccc(Cl)cc1 (stereo not given)	34	3	15	?	-4	-32	21	-4
COc1ccc(N=C2NC(=O)/C(=C/C=C/c3ccccc3)S2)cc1	14	-1	39	-8	5	-4	-23	13
CC(=O)NC(CC(=O)NNC(=O)c1cc2ccccc2cc1O)c1ccccc1 (stereo not given)	-26	-4	-3	4	3	24	16	11
CCOC(=O)CCCNC(=O)COC(=O)c1cc(C)cc(C)c1	4	3	-3	-6	-13	-16	7	-3
CCOc1ccc(-n2nnnc2SCC(=O)c2ccccc2)cc1	19	9	15	8	-10	-3	5	-1
CN1c2ccccc2-c2nc3ccccc3n2C1c1ccco1 (stereo not given)	23	11	16	5	-8	-5	13	-9

Next part; it opens with the five that closed the last part.
SMILES	CCR6 antag	Gli-Sufu antag	EBI2 block	UBC13 polyUb	SENP8 inh	697 NFkB inh	Apaf1 inhib	Jurkat NFkB inh
COc1ccc(N=C2NC(=O)/C(=C/C=C/c3ccccc3)S2)cc1	14	-1	39	-8	5	-4	-23	13
CC(=O)NC(CC(=O)NNC(=O)c1cc2ccccc2cc1O)c1ccccc1 (stereo not given)	-26	-4	-3	4	3	24	16	11
CCOC(=O)CCCNC(=O)COC(=O)c1cc(C)cc(C)c1	4	3	-3	-6	-13	-16	7	-3
CCOc1ccc(-n2nnnc2SCC(=O)c2ccccc2)cc1	19	9	15	8	-10	-3	5	-1
CN1c2ccccc2-c2nc3ccccc3n2C1c1ccco1 (stereo not given)	23	11	16	5	-8	-5	13	-9
Cc1c(C(=O)N2CCCc3ccccc32)oc2ccccc12	17	-14	7	5	-20	-4	10	-17
O=C(O)CNC(=O)c1ccc(NC(=O)/C(=C/c2ccccc2)NC(=O)c2ccco2)cc1	15	0	-3	5	-2	8	-4	6
O=C(COC(=O)c1cc(S(=O)(=O)N2CCOCC2)ccc1Cl)Nc1ccc2c(c1)OCO2	-3	-4	1	6	-2	13	12	3
O=C(C1CCC(=O)N(C2CC2)C1)N1CCC(Oc2cccc(C(F)(F)F)c2)CC1 (stereo not given)	17	15	4	6	-1	-6	-10	-8
O=C(O/N=C1\CCS(=O)(=O)c2sccc21)c1ccc(F)cc1	5	-2	-1	-4	-4	10	-1	3
NC(=O)c1cnn2c(C(F)(F)F)cc(-c3ccccc3)nc12	-21	9	-6	3	8	7	3	6
CC(=O)c1ccc(OCCCC(=O)Nc2cccc(S(=O)(=O)N(C)C)c2)cc1	4	0	-3	2	-2	-59	-15	35
CC(=O)c1ccc(NC(=O)CSc2nnc(-c3ccncc3)n2C2CC2)cc1	1	-3	8	-1	-3	10	-14	11
Cc1cc(NC(=O)COC(=O)c2ccc(S(=O)(=O)N3CCCc4ccccc43)cc2)no1	22	20	2	11	0	-26	9	51*
Cc1cc(C)nc(N2CCCC(C(=O)NC3CC3)C2)n1 (stereo not given)	-5	-5	-2	7	1	-4	6	-16
C=CCSC1=C(C#N)C(c2ccc(OCC)cc2)CC(=O)N1 (stereo not given)	0	9	-3	-7	1	-3	1	-2
COC(=O)c1sccc1S(=O)(=O)Nc1ccc(N2CCCCC2)cc1	13	-6	-7	5	-1	11	-4	6
COc1ccc(NC(=O)CC(c2ccc(F)cc2)c2ccc(OC(C)C)cc2)cc1 (stereo not given)	12	23	13	-9	-3	15	9	41
CNC(=O)C1=C(C)Nc2nc3ccccc3n2C1c1ccc(F)cc1 (stereo not given)	12	-3	0	17	-1	18	-26	6
COc1cc(NC(=O)C2COc3ccccc3O2)c(OC)cc1Cl (stereo not given)	12	3	9	6	-4	7	17	-8
Cc1cc(C)cc(OCCN2CCOCC2)c1	-10	34	4	3	7	-6	-4	8
O=C(Nc1nccs1)C1CCCN1/C=C/C(=O)C(F)(F)F (stereo not given)	12	-21	-4	-8	-6	-18	-5	-6
CCOC(=O)CCc1c(C)c(C#N)c2[nH]c3ccccc3n2c1=O	8	0	1	-3	-3	-15	21	4
CC1(C)CC2(CCO1)OC(=O)CC2C(=O)Nc1c(Cl)cccc1Cl (stereo not given)	9	-1	-17	0	7	8	-22	-12
CNC(=S)N/N=C/c1ccc(C(C)C)cc1	8	-30	14	-2	-6	-48	7	-41
CCCn1nnnc1NCc1ccc(CC)cc1	-1	-2	9	5	2	-1	-15	17
COc1cccc2cc(-c3nnc(SCC(=O)Nc4nc(C)cs4)n3C)oc12	-3	-2	-11	-1	-4	-9	21	-13
CC(C)(C)c1ccc(C(=O)NCC(=O)NNC(=O)c2ccccc2O)cc1	-3	-9	6	8	-3	25	7	0
Cc1cc(C(=O)CSc2nnc(N)s2)c(C)n1Cc1cccs1	6	-38	-9	-4	16	-150	-3	-150
COc1ccc(OC)c2sc(N(CCCN(C)C)C(=O)CCS(=O)(=O)c3ccccc3)nc12	70*	10	54*	24	2	22	16	21

(list continues)
SMILES	CCR6 antag	Gli-Sufu antag	EBI2 block	UBC13 polyUb	SENP8 inh	697 NFkB inh	Apaf1 inhib	Jurkat NFkB inh
O=[N+]([O-])c1cc(-c2cnc3ccccc3n2)ccc1Oc1ccc(F)cc1	10	-46	35	12	-4	-13	4	-11
Cc1cc(C)c2c(n1)SCC(=O)N2CC(=O)Nc1ccc(C)c(C)c1	11	4	-5	-1	7	3	-5	1
O=C1CC(C(=O)Nc2ccc(Cl)cc2[N+](=O)[O-])C2(CCCCC2)O1 (stereo not given)	57*	2	-9	-3	-1	-42	2	32
CCN(Cc1ccccc1)C(=O)COc1ccccc1	5	0	5	10	-7	5	-3	2
CC(C)Nc1ccc(Cl)cc1[N+](=O)[O-]	.	.	.	-7	1	-5	0	8
CCOC(=O)N1CCN(C(=O)c2cc(Cl)c(Cl)cc2C(=O)O)CC1	12	-5	-10	-10	-10	0	7	-7
COc1ccc(Cn2cc(F)c(=O)n(CCC(C)C)c2=O)cc1[N+](=O)[O-]	12	-10	4	0	6	12	6	0
CC(Oc1ccccc1)C(=O)N=Nc1c(O)[nH]c2ccc(Br)cc12 (stereo not given)	9	-1	0	-30	-7	-4	1	2
O=C(COc1ccc(Cl)cc1)NCCSCc1ccccc1Cl	5	1	-7	14	-3	-18	11	2
CC(C)(C)NC(=O)CSc1nc(Cc2ccccc2)nc2ccccc12	17	1	8	14	10	3	10	12
COc1cccc(N(CC(=O)N2CCN(C)CC2)S(=O)(=O)c2ccccc2)c1	4	5	-2	-5	-3	3	-5	-4
CCCCN1CCc2c(c3ccccc3n2Cc2ccccc2)C1	19	60*	14	0	-4	1	1	12
Cc1c(NC(=S)NC(NC(=O)C(C)C)C(Cl)(Cl)Cl)c(=O)n(-c2ccccc2)n1C (stereo not given)	6	8	-1	-14	-13	-6	1	-5
Cc1cccc(Nc2ncnc3onc(-c4ccc(F)cc4)c23)c1C	7	4	28	4	-4	19	4	26
CC(C)Cn1c(SCC(N)=O)nnc1-c1cccc(S(=O)(=O)N2CCOCC2)c1	6	-2	-14	-2	5	3	-2	-2
Cc1nn(-c2ccccc2)c(=O)c2noc(C)c12	-1	3	8	3	0	9	-9	0
Fc1ccc(-c2ccnc(=S)[nH]2)cc1	2	2	8	-12	-6	-24	-10	-7
CCCN(CC(=O)Nc1ccccc1C)C(=O)C1CC(=O)N(c2ccc(CC)cc2)C1 (stereo not given)	7	8	-4	5	-10	4	1	0
Cc1cc2c(cc1C)NC(=O)CC(C(F)(F)C(F)(F)C(F)(F)F)=N2	9	-6	6	3	2	-6	16	-18
CCc1ccccc1N(C(=O)c1snc(C(N)=O)c1N)C(C(=O)NCC1CCCO1)c1c[nH]c2ccccc12 (stereo not given)	2	12	15	8	3	19	27	-12
CCC1CCC/C1=N\NC(=O)c1cc(C)[nH]n1 (stereo not given)	-1	-9	-5	5	-4	8	-9	4
CC(C)C(C(=O)NCC1CCCO1)N(Cc1ccccc1)C(=O)CNS(=O)(=O)c1ccccc1 (stereo not given)	-2	-10	0	-2	-8	0	0	-7
O=C(c1cc2ccccc2o1)N1CCCCCC1	7	-31	-1	8	-14	-21	-4	-17
Nc1ccc(Nc2ccccc2N)cc1	15	3	4	-32	0	-15	18	-12
N#C/C=C/N1CCN(C(=O)c2ccco2)CC1	8	-1	-4	5	5	7	-4	4
O=C(NCc1cccnc1)C(=O)NC1CCCCC1	10	-9	-3	-2	0	-3	-13	-1
COc1ccc(/C=C(/NC(=O)c2ccco2)C(=O)Nc2cccc(C(=O)O)c2)cc1	0	9	-3	2	-1	-3	-2	3
COc1ccc(C(N)CCc2ccco2)cc1 (stereo not given)	22	-9	-5	7	2	9	8	-8
Cn1c(CN2CCCCC2)nc2cc(NS(=O)(=O)c3ccc(Cl)cc3)ccc21	5	-15	0	6	-3	-7	7	-7
Cc1ccc(NC(=O)COC(=O)CN2C(=O)C3CCCCC3C2=O)cc1S(=O)(=O)N1CCOCC1 (stereo not given)	11	3	-2	-2	1	-6	6	-17

Part of the list above in order of molecular weight, rising.
SMILES	CCR6 antag	Gli-Sufu antag	EBI2 block	UBC13 polyUb	SENP8 inh	697 NFkB inh	Apaf1 inhib	Jurkat NFkB inh
CCOC(=O)CCc1c(C)c(C#N)c2[nH]c3ccccc3n2c1=O	8	0	1	-3	-3	-15	21	4
CCOC(=O)N1CCN(C(=O)c2cc(Cl)c(Cl)cc2C(=O)O)CC1	12	-5	-10	-10	-10	0	7	-7
O=C(COC(=O)c1cc(S(=O)(=O)N2CCOCC2)ccc1Cl)Nc1ccc2c(c1)OCO2	-3	-4	1	6	-2	13	12	3

Screening data deposited in PubChem by Sanford-Burnham Center for Chemical Genomics.
